Assay outcomes: PubChem, Sanford-Burnham Center for Chemical Genomics
Gli-Sufu block – blocks Gli-Sufu signaling in a luciferase reporter; Sufu-KO-LIGHT fibroblasts, Gli luciferase reporter luminescence; inhibition, % at 5 µM; hit rate 0.74% among 340,000;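 active = inhibition above about 55%, limit read from the data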;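 note: 0% = DMSO-treated cells and 100% = wells with medium but no cells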
APOBEC3G inh – blocks human APOBEC3G single-stranded DNA deamination; Q9HC16; recombinant A3G, ssDNA deamination FAM/TAMRA fluorescence; inhibition, % at 20 µM; hit rate 0.28% among 330,000; AID 493012;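 active = inhibition of at least 40% at 20 µM, with no more than 30% in the related APOBEC3A deaminase screen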;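 note: plate controls were DMSO wells with A3G for no effect and wells lacking A3G enzyme for full effect; some compounds called inactive have numbers as strong as hits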
CCR6 antagonist – blocks CCL20-driven beta-arrestin recruitment at human CCR6 | P51684 | CHO-K1 CCR6 PathHunter beta-arrestin, luminescence, CCL20-stimulated | inhibition, % at 20 µM | hit rate 0.49% among 340,000;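 active = compounds whose inhibition of the agonist-driven luminescence signal at 20 µM reaches about 50%, limit read from the data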;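 note: cells stimulated with CCL20 at 14 nM final; plate controls were DMSO with CCL20 for no effect and DMSO without agonist for full effect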
Target sequence (P51684 whole entry, looked up): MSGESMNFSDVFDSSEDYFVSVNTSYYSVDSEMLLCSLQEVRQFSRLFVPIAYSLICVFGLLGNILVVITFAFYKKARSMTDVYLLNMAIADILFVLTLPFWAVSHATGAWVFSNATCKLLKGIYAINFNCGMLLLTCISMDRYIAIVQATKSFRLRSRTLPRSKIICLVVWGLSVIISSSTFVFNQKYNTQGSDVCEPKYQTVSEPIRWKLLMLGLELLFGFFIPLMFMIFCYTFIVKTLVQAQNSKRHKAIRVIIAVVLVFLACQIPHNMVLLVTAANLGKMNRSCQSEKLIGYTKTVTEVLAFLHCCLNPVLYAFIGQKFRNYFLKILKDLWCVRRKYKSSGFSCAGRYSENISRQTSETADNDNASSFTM
MPTP inh – blocks calcium-induced mitochondrial swelling | isolated mouse mitochondria, Ca2+ swelling absorbance, 30 min | inhibition, % at 10 µM | hit rate 1.4% among 360,000 | AID 602449;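 active = inhibition of 50% or more, scaled per plate between neutral and stimulator controls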;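 note: 0% = DMSO wells given calcium and 100% = 1 mM EGTA wells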
GRIN3A LBD mod – modulators (binders) of human NR3A ligand-binding domain | NR3A LBD differential scanning fluorimetry, Tm shift; 0% = protein alone, 100% = glycine-bound protein | Tm shift relative to glycine control, % at 25 µM | hit rate 2.5% among 340,000;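 active = melting temperature shift of at least 10% of the positive control shift, at one fixed dose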
APOBEC3A inh – blocks human APOBEC3A ssDNA deamination. hit rate 0.41% among 330,000. AID 493011. recombinant A3A, FAM/TAMRA ssDNA deamination fluorescence. inhibition, % at 20 µM;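 active = at least 40% inhibition at 20 µM here, with at most 30% in a related deaminase screen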;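 note: plate controls were A3A with DMSO for no effect and wells lacking A3A enzyme for full effect; some results filed as inactive read as strong as hits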
Target sequence (P31941 whole entry, looked up): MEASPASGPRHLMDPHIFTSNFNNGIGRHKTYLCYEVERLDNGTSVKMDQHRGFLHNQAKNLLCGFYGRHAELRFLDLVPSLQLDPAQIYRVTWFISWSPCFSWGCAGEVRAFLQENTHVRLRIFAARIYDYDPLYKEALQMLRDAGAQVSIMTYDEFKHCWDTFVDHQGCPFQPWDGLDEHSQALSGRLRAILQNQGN
EBI2 antag – EBI2 (human) antagonism; P32249; EBI2 beta-arrestin recruitment, luminescence, 7a,25-OHC stimulated; hit rate 0.81% among 360,000; AID 651636; inhibition, % at 5 µM; in the data active = inhibition above about 38%;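 note: enzyme fragment complementation signal reports receptor beta-arrestin coupling in cells; 0% = agonist plus DMSO wells and 100% = wells without agonist; some results beyond the cut were filed as inactive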
Target sequence (P32249 whole entry, looked up, the tested form may be a part): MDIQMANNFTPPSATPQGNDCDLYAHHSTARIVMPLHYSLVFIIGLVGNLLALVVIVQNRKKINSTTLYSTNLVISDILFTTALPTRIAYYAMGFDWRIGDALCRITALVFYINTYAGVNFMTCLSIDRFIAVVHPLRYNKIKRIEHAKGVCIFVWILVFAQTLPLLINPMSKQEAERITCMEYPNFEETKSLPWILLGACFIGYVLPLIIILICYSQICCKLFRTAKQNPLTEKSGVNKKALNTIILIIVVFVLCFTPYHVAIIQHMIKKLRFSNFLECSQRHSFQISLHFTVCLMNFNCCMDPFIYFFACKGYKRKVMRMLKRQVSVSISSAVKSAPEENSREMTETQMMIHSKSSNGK
CXCR6 inh – blocks human CXCR6 beta-arrestin recruitment | O00574 | hit rate 0.36% among 360,000 | AID 602244 | inhibition, % at 20 µM | CHO-K1 PathHunter CXCR6 beta-arrestin, luminescence; in the data active = inhibition above about 34%, passing the limit was not always enough;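 note: antagonist mode with CXCL16 agonist at 10 nM final; 0% = 10 nM CXCL16 with DMSO and 100% = unstimulated wells without agonist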
* marks the source's active call; other numbers are inactive results; nt = not tested or not shown.

SMILES | Gli-Sufu block | APOBEC3G inh | CCR6 antagonist | MPTP inh | GRIN3A LBD mod | APOBEC3A inh | EBI2 antag | CXCR6 inh
CC#CC[N+](C)(C)CCCCCC | 6 | -6 | 2 | -3.0 | 1 | -6 | 3 | -2
Cc1ccc(NCCC(=O)c2cccs2)cc1C | -51 | -4 | 6 | 1.5 | -1 | 1 | -5 | -1
CC(=O)Nc1ccc(Oc2ccc(-c3noc(C)n3)cc2)cc1 | 17 | 2 | -8 | -1.2 | 0 | 2 | -3 | 13
CC(=O)Nc1ccc(NC(=O)c2cccc3ccccc23)cc1 | -14 | -9 | 7 | 3.4 | 0 | 1 | -4 | -4
Cc1ccc(NS(=O)(=O)c2c(C)[nH]c(=O)[nH]c2=O)c(Br)c1 | 2 | -7 | -3 | -0.3 | 0 | -4 | 3 | -1
COc1ccc(OC)c(NC(=O)NNC(=O)COc2ccc(-c3ccccc3)cc2)c1 | 2 | -6 | 18 | -0.5 | -10 | -2 | -3 | 2
COc1ccc(CNC(=O)C2=C(C)C(=O)OC23CCC(C)CC3)cc1 (centres undefined) | -2 | -3 | 20 | -1.2 | 7 | 4 | 8 | 2
O=C(CCN1CCCCCC1)c1ccccc1 | -2 | -1 | -10 | -2.5 | 5 | 2 | 0 | 1
CCOC(=O)C1CCCN(C(=O)c2ccc(-c3ccccc3Cl)o2)C1 (centres undefined) | -55 | nt | 18 | 1.0 | -4 | nt | 8 | 9
CCCCNC(=S)NNC(=O)c1nn(C)cc1Cl | 3 | -4 | -3 | -0.2 | 0 | -1 | -1 | -3
CCCCc1c(C)nc2ccccc2c1SCCC#N | 14 | -8 | 8 | 3.4 | -3 | -3 | 17 | 3
COc1cccc(/C=N/NC(=O)CC2C(=O)NN=C2C)c1O (centres undefined) | -6 | -3 | -1 | 0.1 | -2 | -4 | 3 | -12
COc1ccc(C(=O)NC2CCSC2=O)cc1 (centres undefined) | -26 | -5 | 3 | -2.0 | -6 | -1 | -14 | 10
Cc1cc(C)cc(NC(=O)/C(C#N)=C/c2cn(CC(=O)NCc3ccco3)c3ccccc23)c1 | 35 | -4 | 0 | 3.3 | 3 | -1 | -5 | 8
O=C(CCn1c2c(c3ccccc31)CCCC2)NNC(=O)c1ccccc1Cl | -3 | -5 | 4 | -0.4 | -2 | 1 | -14 | -3
Cc1ccc(C(=O)NN(C)c2nc3ccccc3nc2C(F)(F)F)cc1 | 14 | -5 | 17 | -1.2 | -1 | 3 | 6 | -8
CCC(=O)N1CCc2cc(S(=O)(=O)Nc3ccc4c(c3)OCCO4)ccc21 | 43 | -7 | 7 | 81* | -1 | -4 | -13 | -6
CC(/C=N/Nc1nncc(=O)[nH]1)=C\c1ccccc1 | -6 | -3 | 2 | 0.4 | 0 | 1 | 24 | 5
CC1CCCN(CCC(=O)Nc2ccc(Br)cc2)C1 (centres undefined) | 3 | -5 | 1 | -0.1 | 1 | -1 | 0 | -5
O=C(CCn1c(=O)c2ccccc2n(CC(=O)NC2CCCC2)c1=O)NCc1ccco1 | 2 | -3 | -16 | 0.2 | 0 | 0 | -30 | 3
Cn1cccc1/C=N/NC(=O)c1cccs1 | -20 | -4 | 7 | 0.2 | -1 | -6 | 10 | 6
Cc1cc(C)cc(NCc2cc(=O)oc3cc(C)c(O)cc23)c1 | 1 | -5 | 19 | 3.7 | 5 | -2 | 15 | 1
CCC(CC)C(=O)Oc1c(C(=O)N(C)C)cccc1-c1ccccc1 | -1 | nt | 12 | 1.0 | 2 | nt | -2 | -5
CCN(CC(=O)Nc1cccc(C(C)=O)c1)S(=O)(=O)c1ccc(OC)cc1 | 0 | -2 | 12 | -1.6 | -1 | -2 | -8 | 10
CCn1cc(C(=O)NCCCN2CCC(C)CC2)c(=O)c2cc(S(=O)(=O)N3CCCC3)ccc21 | 8 | 0 | 14 | 2.1 | 0 | 0 | -37 | -3
CC(C(=O)N1CCOCC1)c1ccc([N+](=O)[O-])cc1 (centres undefined) | -3 | -8 | 7 | 0.1 | 1 | 1 | -8 | 6
Cc1cc2nc(-c3ccccn3)c(-c3ccccn3)nc2cc1C | nt | -6 | nt | 0.1 | nt | -1 | -7 | -4
CC1=NOC(=O)/C1=C\c1ccc2c(c1)OCO2 | 1 | -17 | -10 | -7.6 | 8 | 0 | -17 | -7
Cc1c(Cl)c(=O)oc2cc(OC(C)C)ccc12 | -2 | -5 | 12 | 0.4 | -2 | 1 | -6 | 4
CCOC(=O)C1CCN(C(=O)C2(NC(=O)NC3CCCCC3)CCCCC2)CC1 | -4 | -19 | -9 | 2.6 | -1 | -2 | -7 | -6
CCCC(=O)Nc1cc(OC)c(C(=O)OC)cc1Cl | -6 | -5 | 4 | -0.1 | 2 | -2 | 1 | 2
S=c1[nH]nc(-c2cccnc2)n1/N=C/c1cccs1 | 6 | 41* | 22 | 4.4 | -1 | -10 | -13 | 4
CC(Sc1nnc2ccccn12)C(=O)N1CCc2ccccc2C1 (centres undefined) | -18 | -11 | 11 | -4.7 | 1 | -4 | -5 | 0
CC(=O)N1CCN(CC(C)(C)NS(=O)(=O)c2ccccc2)CC1 | -10 | -5 | 8 | 0.1 | 0 | 18 | 1 | 2
CCOC(=O)CC1CCCCN1Cc1cn[nH]c1-c1ccc(F)cc1F (centres undefined) | -2 | -1 | 5 | 0.7 | 0 | 3 | -5 | -6
O=C(/C=C/c1ccco1)NC(=S)Nc1ccc(O)c(-c2nc3ccccc3s2)c1 | 0 | 1 | 18 | 2.2 | 1 | 4 | 7 | 18
COc1ccc(-c2c(C)c3ccc(O)cc3oc2=O)cc1 | -28 | -7 | -2 | 0.8 | 0 | -8 | -2 | -7
CC(=O)ON1C(C)(C)Cc2noc(N)c2C1(C)C | 0 | 2 | -16 | 0.5 | 1 | 0 | 8 | -5
CC(=O)Nc1ccc(NS(=O)(=O)c2c(Cl)cccc2Cl)cc1 | -7 | -2 | -5 | 1.0 | 1 | 1 | -11 | -18
CCc1cc2c3c(c(=O)oc2cc1OCC(=O)OC)CCCC3 | 10 | -9 | 11 | 1.6 | -2 | -4 | -1 | 4
COc1ccc(C(=O)COC(=O)C(O)c2ccccc2)c(OC)c1 (centres undefined) | -13 | -2 | 6 | -0.9 | 2 | 2 | 1 | 1
O=C(COc1ccccc1F)NCC(c1ccc(F)cc1)N1CCOCC1 (centres undefined) | 7 | 8 | 14 | -0.8 | -3 | -2 | 7 | 1
O=C(/C=C/c1ccc(-c2ccccc2[N+](=O)[O-])o1)c1ccco1 | -17 | -4 | 12 | 5.4 | -3 | 4 | -13 | 6
Cc1cccc(N2CCN(c3ccc4cc(S(=O)(=O)N5CCCCC5)ccc4n3)CC2)c1C | 17 | -5 | 9 | 2.2 | -2 | -5 | -6 | 10
O=C(NCCCn1ccnc1)c1ccccc1NS(=O)(=O)c1ccc(F)c(F)c1 | -2 | -3 | -3 | 0.3 | 5 | 3 | -5 | 37

Compounds listed so far that have a halogen, in the order listed:
SMILES | Gli-Sufu block | APOBEC3G inh | CCR6 antagonist | MPTP inh | GRIN3A LBD mod | APOBEC3A inh | EBI2 antag | CXCR6 inh
Cc1ccc(NS(=O)(=O)c2c(C)[nH]c(=O)[nH]c2=O)c(Br)c1 | 2 | -7 | -3 | -0.3 | 0 | -4 | 3 | -1
CCOC(=O)C1CCCN(C(=O)c2ccc(-c3ccccc3Cl)o2)C1 (centres undefined) | -55 | nt | 18 | 1.0 | -4 | nt | 8 | 9
CCCCNC(=S)NNC(=O)c1nn(C)cc1Cl | 3 | -4 | -3 | -0.2 | 0 | -1 | -1 | -3
O=C(CCn1c2c(c3ccccc31)CCCC2)NNC(=O)c1ccccc1Cl | -3 | -5 | 4 | -0.4 | -2 | 1 | -14 | -3
Cc1ccc(C(=O)NN(C)c2nc3ccccc3nc2C(F)(F)F)cc1 | 14 | -5 | 17 | -1.2 | -1 | 3 | 6 | -8
CC1CCCN(CCC(=O)Nc2ccc(Br)cc2)C1 (centres undefined) | 3 | -5 | 1 | -0.1 | 1 | -1 | 0 | -5
Cc1c(Cl)c(=O)oc2cc(OC(C)C)ccc12 | -2 | -5 | 12 | 0.4 | -2 | 1 | -6 | 4
CCCC(=O)Nc1cc(OC)c(C(=O)OC)cc1Cl | -6 | -5 | 4 | -0.1 | 2 | -2 | 1 | 2
CCOC(=O)CC1CCCCN1Cc1cn[nH]c1-c1ccc(F)cc1F (centres undefined) | -2 | -1 | 5 | 0.7 | 0 | 3 | -5 | -6
CC(=O)Nc1ccc(NS(=O)(=O)c2c(Cl)cccc2Cl)cc1 | -7 | -2 | -5 | 1.0 | 1 | 1 | -11 | -18
O=C(COc1ccccc1F)NCC(c1ccc(F)cc1)N1CCOCC1 (centres undefined) | 7 | 8 | 14 | -0.8 | -3 | -2 | 7 | 1
O=C(NCCCn1ccnc1)c1ccccc1NS(=O)(=O)c1ccc(F)c(F)c1 | -2 | -3 | -3 | 0.3 | 5 | 3 | -5 | 37

(list continues)
SMILES | Gli-Sufu block | APOBEC3G inh | CCR6 antagonist | MPTP inh | GRIN3A LBD mod | APOBEC3A inh | EBI2 antag | CXCR6 inh
COc1cccc(C(=O)NCC(=O)N/N=C/c2cccnc2)c1 | -2 | -5 | -10 | -0.5 | 3 | -2 | 0 | 2
COc1ccc(N(CC(=O)N2CCN(c3cccc(C)c3)C(C)C2)S(=O)(=O)c2c(C)n[nH]c2C)cc1 (centres undefined) | 10 | -3 | 14 | -1.0 | 0 | -1 | 2 | 8
O=C(Nc1ccccc1N(C(=O)c1ccco1)S(=O)(=O)c1cccs1)c1ccco1 | -1 | -9 | -14 | -6.5 | 1 | -7 | -18 | -6
CCn1c(=O)n(CC)c2cc(N3CCCC3)c(NC(=O)c3ccccc3OC)cc21 | 20 | -1 | 23 | -1.0 | -4 | -4 | 14 | -2
O=C(Nc1cccc(Cl)c1)N1CCOCC1 | 16 | -4 | 6 | 2.1 | -1 | -7 | -9 | -6
O=[N+]([O-])c1c(C(Cl)Cl)nn(-c2ccccc2)c1N1CCOCC1 | 1 | -5 | 2 | -0.1 | -2 | -2 | -3 | 7
COCCN1Cc2cccc(C(=O)NCc3cccnc3)c2C1=O | -1 | -1 | 0 | -0.6 | 2 | -2 | -6 | 0
Cc1nc(N)ncc1Sc1ccc(Cl)cc1 | -16 | -4 | 1 | -1.2 | -1 | -1 | -15 | 3
O=C(NC(=O)c1cccc(F)c1)OC[C@@H]1CCCN2CCCC[C@H]12 | 2 | -6 | 2 | -1.7 | 1 | -2 | -3 | 4
CC(C)OC(=O)c1c2c(n3ccccc13)C(=O)c1ccccc1C2=O | 1 | -9 | 4 | 7.3 | -9 | -6 | 0 | -2
CC1CN(Cc2ccco2)C(=S)N(c2ccccc2)C1=O (centres undefined) | 11 | nt | 10 | 0.0 | 0 | nt | -3 | 0
Cn1ccnc1C(OC(=O)c1ccccc1)C(F)(F)F (centres undefined) | 6 | -6 | -4 | 0.0 | -1 | 14 | 2 | -1
CN(c1ccc(C(=O)Nc2ccccc2C(=O)N2CCOCC2)cc1)S(C)(=O)=O | 4 | -5 | 3 | -1.5 | -1 | -1 | 3 | -20
CCCS(=O)(=O)N1CCN(C(=O)c2ccco2)CC1 | 5 | 2 | -6 | -2.2 | -1 | 5 | 2 | -4
COC(=O)c1ccccc1NC(=O)c1cnn2cccnc12 | 20 | -14 | -3 | -0.8 | 0 | -2 | 7 | -7
Cc1cccc(S(=O)Cc2ccc(C(=O)N3CCN(C(=O)c4ccco4)CC3)o2)c1 (centres undefined) | -9 | -5 | 15 | 0.2 | 0 | -5 | 6 | 2
CCCC(=O)N=c1sc2cccc(F)c2n1C | -20 | -1 | 14 | 1.0 | -2 | -2 | -3 | -4
